OXTR ag = human OXTR agonists, primary screen, fluorescence, CHO-OTR cells, Fluo-8 calcium. Fluo-8 calcium fluorescence; normalized: DMSO 0%, oxytocin 100%. actives 0.32% (n = 320,000). AID 2435, 2010. activation, % at 3 µM;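 active = activation above the mean of all tested compounds plus 3 SD, cutoff set per screening run, cut at about 20% in these data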;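 note: peak over basal fluorescence ratio from a 100 s FLIPR kinetic read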
Target sequence (P30559 whole entry, looked up): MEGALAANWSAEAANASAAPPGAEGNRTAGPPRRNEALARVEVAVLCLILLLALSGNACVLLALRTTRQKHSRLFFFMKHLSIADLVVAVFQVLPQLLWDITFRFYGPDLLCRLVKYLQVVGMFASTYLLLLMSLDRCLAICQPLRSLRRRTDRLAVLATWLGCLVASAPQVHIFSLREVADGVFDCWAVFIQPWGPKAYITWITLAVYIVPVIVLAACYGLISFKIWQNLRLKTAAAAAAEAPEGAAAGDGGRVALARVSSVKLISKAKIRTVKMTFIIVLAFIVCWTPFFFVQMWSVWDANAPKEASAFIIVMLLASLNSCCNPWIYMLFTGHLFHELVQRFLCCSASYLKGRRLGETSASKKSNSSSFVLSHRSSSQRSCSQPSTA
MEKK2wt PB1 HTS = modulators of MEK5 binding to wildtype MEKK2, primary screen, biochemical, multiplex bead flow cytometry, Alexa488-MEK5; Alexa488-MEK5 binding to MEKK2 WT; actives lie on both sides; binding response (% of control), % at 10 µM; actives 1.1% (n = 290,000); AID 1531, 2009; in the data active = binding response below about 67% or above about 130%
GPR7 antag = GPR7 receptor antagonists, primary screen, cell-based, fluorescence, single concentration; Neuropeptides B/W receptor type 1 (Homo sapiens), P48145; GPR7-expressing cells, fluorescence antagonist assay; inhibition, % at 4.4 µM; actives 1.1% (n = 290,000); in the data active = inhibition above about 16%, passing the limit was not always enough;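 note: cells stimulated with the agonist NPW; 0% = agonist with vehicle and 100% = vehicle without agonist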
MEKK3 PB1 HTS = modulators of MEKK3-MEK5 PB1 binding, primary screen, biochemical, wildtype MEKK3, multiplex bead flow cytometry, Alexa488-MEK5; bead-based flow cytometry, Alexa488-MEK5 binding to MEKK3; actives lie on both sides; 0 = blocked by unlabeled MEK5, 100 = vehicle; binding response (% of control), % at 10 µM; actives 1.4% (n = 290,000);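 active = binding response more than 3 SD above or below the average of its plate-row segment, actives on both sides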;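 note: Alexa488 bead fluorescence after subtracting the streptavidin-only scavenger bead signal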
Target sequence (Q99759 whole entry, looked up): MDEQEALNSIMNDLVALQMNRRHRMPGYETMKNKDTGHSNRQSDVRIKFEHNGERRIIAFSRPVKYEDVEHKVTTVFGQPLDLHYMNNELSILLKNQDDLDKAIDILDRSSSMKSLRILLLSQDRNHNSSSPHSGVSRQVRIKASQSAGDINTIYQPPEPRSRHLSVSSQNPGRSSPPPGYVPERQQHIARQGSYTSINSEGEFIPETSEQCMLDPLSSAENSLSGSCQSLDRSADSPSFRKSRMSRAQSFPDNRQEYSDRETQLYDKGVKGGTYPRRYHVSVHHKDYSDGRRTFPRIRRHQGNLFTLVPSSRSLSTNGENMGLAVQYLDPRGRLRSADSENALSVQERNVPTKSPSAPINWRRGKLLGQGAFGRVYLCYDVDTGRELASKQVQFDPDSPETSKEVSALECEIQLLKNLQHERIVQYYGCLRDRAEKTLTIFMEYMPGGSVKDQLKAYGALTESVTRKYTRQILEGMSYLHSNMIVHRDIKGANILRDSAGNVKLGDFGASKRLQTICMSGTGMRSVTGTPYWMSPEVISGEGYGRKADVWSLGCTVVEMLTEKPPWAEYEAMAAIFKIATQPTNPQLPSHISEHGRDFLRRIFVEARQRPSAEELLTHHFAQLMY
PHOSPHO1 inh = PubChem AID 1565; Phosphoethanolamine/phosphocholine phosphatase (Homo sapiens), Q8TCT1; recombinant PHOSPHO1, absorbance phosphatase assay; inhibition, % at 13.3 µM; actives 1.1% (n = 290,000); in the data active = inhibition above about 60%
MEKK2mut PB1 HTS = MEK5 binding signal on mutant MEKK2 PB1, primary screen, biochemical, multiplex bead flow cytometry, Alexa488-MEK5; percent response, % at 10 µM; Alexa488-MEK5 binding to MEKK2 mutant; actives 0.35% (n = 290,000); in the data active = percent response above about 24%, passing the limit was not always enough; note: inactives centre near 1; some results filed as inactive read as strong as hits; reference of the scale not given here
PfM18AAP inh = PfM18AAP inhibitors, malaria aminopeptidase, primary screen, biochemical, QFRET, recombinant enzyme; M18 aspartyl aminopeptidase (Plasmodium falciparum 3D7); H-Glu-NHMec fluorogenic cleavage; inhibition, % at 7.35 µM; actives 1.2% (n = 290,000); AID 1822, 2009;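 active = inhibition above the campaign mean inhibition over all tested compounds plus 3 SD, cut at about 28% in these data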;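 note: 0% = plate median of test compound wells and 100% = 2 mM ZnCl2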
NALP1 yeast inh = NALP1 inflammasome inhibitors in reconstituted yeast, colorimetric, S. cerevisiae, triplicate retest; actives 0.61% (n = 280,000); inhibition, % at 10 µM; S. cerevisiae NALP1/ASC/caspase-1 growth, X-gal OD620, 72 h; in the data active = inhibition mostly above about 24%, no sharp cut-off; inactive = mostly below about 32%; note: some compounds called inactive have numbers as strong as hits
DNA FID counter = compounds displacing fluorescent DNA intercalator, primary screen, artefact control for HCV NS3 helicase inhibitor project, biochemical, FID fluorescence; DNA fluorescent intercalator displacement; actives 0.17% (n = 290,000); inhibition, % at 7.9 µM; in the data active = inhibition above about 37%;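 note: 0% = vehicle and 100% = reference compound; higher means more ethidium bromide displaced from hairpin DNA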
Active calls of the source: *; · = not tested or not shown; [ ] = dose if it differs, or a comment.

Each structure is followed by: OXTR ag | MEKK2wt PB1 HTS | GPR7 antag | MEKK3 PB1 HTS | PHOSPHO1 inh | MEKK2mut PB1 HTS | PfM18AAP inh | NALP1 yeast inh | DNA FID counter
CCN=C1S/C(=C\c2cn(CC)c3ccccc23)C(=O)N1CC
  -2.0 | 100.0 | -14.3 | 93.0 | -5.0 | -2.0 | -14.1 | 18.1 | -12.9
CCCN(CCC)CCNC(=S)Nc1ccc2nc3n(c(=O)c2c1)CCCCC3
  1.2 | 94.0 | 3.2 | 95.0 | 16.2 | -13.0 | -4.0 | 4.2 | 18.7
COc1ccccc1C(=O)CC(=O)C(=O)Nc1cccc([N+](=O)[O-])c1C
  1.1 | 106.0 | 2.5 | 104.0 | -3.1 | 4.0 | 3.5 | -1.8 | -17.4
COc1ccc(F)cc1Cn1nc(C(=O)O)c2ccccc2c1=O
  -0.1 | 97.0 | 5.7 | 100.0 | 27.9 | -1.0 | 1.9 | 20.5 | -20.1
c1ccc(-c2nc(CSc3n[nH]c(-c4cccs4)n3)cs2)cc1
  -0.8 | 103.0 | -1.1 | 101.0 | 42.0 | 2.0 | -12.5 | 15.5 | -14.6
Cc1ccc2c(c1)cc(CN(Cc1cccnc1)C(=O)NCc1ccccc1)c1nnnn12
  -3.1 | 97.0 | 4.3 | 97.0 | 3.6 | -1.0 | 4.0 | 33.6 | -7.0
Cc1cccn2c(=O)c3cc(C(=O)NCC4CCCO4)c(=N)n(CC4CCCO4)c3nc12 (stereo unspecified)
  0.0 | 107.0 | -4.3 | 104.0 | 34.8 | 3.0 | 6.5 | 16.6 | -4.8
CCOc1ccc(NC(=O)[C@@H](NC(=O)c2ccccc2Br)C(C)C)cc1
  -2.7 | 99.0 | -11.1 | 99.0 | 10.7 | 3.0 | 1.1 | -11.4 | -5.8
O=[N+]([O-])c1cc(S(=O)(=O)C(F)(F)F)ccc1N1CCN(c2ccccc2)CC1
  -0.3 | 109.0 | 2.2 | 107.0 | -1.3 | -1.0 | -9.6 | 27.2 | 2.9
CC(C)OC(=O)Cn1nc(C(F)(F)F)c2c1CCCC2
  -1.0 | 96.0 | -2.6 | 108.0 | 20.8 | 5.0 | -4.5 | 12.5 | 3.9
O=S(=O)(c1cccc2cccnc12)N(CCO)CCO
  1.7 | 113.0 | 3.7 | 110.0 | 14.6 | 4.0 | 3.5 | 0.8 | 3.3
C=CCn1nnnc1SCC(=O)Nc1cccc(OC)c1
  -1.3 | 100.0 | -7.6 | 101.0 | -33.3 | 9.0 | -5.8 | -0.7 | -3.1
CC(=O)c1cccc(NC(=O)C2CCCN(S(=O)(=O)c3cccc4cccnc34)C2)c1 (stereo unspecified)
  -2.3 | 98.0 | -13.4 | 99.0 | -7.3 | 0.0 | 9.0 | 5.6 | -27.7
Cc1ccc(Cn2c(CCNc3nc(-c4ccc(Cl)c([N+](=O)[O-])c4)cs3)nc3cc(Cl)c(Cl)cc32)cc1
  -1.1 | 95.0 | · | 99.0 | · | 1.0 | · | · | ·
COc1ccc(S(=O)(=O)N2CCN(C(=O)c3ccc([N+](=O)[O-])o3)CC2)cc1
  0.6 | 102.0 | -8.2 | 100.0 | 32.3 | -2.0 | 0.4 | 13.8 | -9.7
O=C(O)c1cc(Cl)c(Cl)cc1C(=O)N(Cc1ccccc1)Cc1ccccc1
  -0.2 | 109.0 | 3.2 | 102.0 | 13.9 | 3.0 | -16.5 | 13.7 | -32.6
CCN(C(=O)COC(=O)c1cc([N+](=O)[O-])ccc1N1CCCCC1)C1CCS(=O)(=O)C1 (stereo unspecified)
  -1.1 | 78.0 | 7.5 | 83.0 | 16.3 | -10.0 | -5.5 | -0.5 | -3.1
CCCn1cc(CN2CCC(n3nccc3NC(=O)CCOc3ccccc3)CC2)c(C)n1
  1.1 | 111.0 | -8.8 | 106.0 | 29.3 | 19.0 | -3.8 | 14.5 | 3.5
CN1CCN(C(=O)/C(=C/c2cccs2)NC(=O)c2cccs2)CC1
  0.6 | 101.0 | -3.0 | 72.0*[inhibitor] | 6.6 | 0.0 | 7.5 | 20.1 | 3.5
N#Cc1nc(COc2ccc(Br)cc2)oc1N1CCN(Cc2ccccc2)CC1
  · | 104.0 | 29.0* | 107.0 | 20.8 | 11.0 | -2.9 | 11.7 | -12.1
CC/C(=N\NC(=O)c1c(C)nc2ccccn12)c1ccc(Cl)cc1
  -0.1 | 104.0 | 5.4 | 103.0 | 3.6 | 8.0 | 2.1 | 8.5 | -13.9
CCOc1ccccc1C(=O)Oc1cc(C)[nH]c(=O)c1[N+](=O)[O-]
  -0.7 | 99.0 | -12.4 | 98.0 | 9.9 | -1.0 | -2.5 | 20.7 | -2.1
O=C(N/N=C/c1ccc(O)cc1)c1cc(C2CC2)[nH]n1
  -0.2 | 101.0 | -17.2 | 97.0 | 18.5 | 4.0 | 7.5 | 0.1 | -7.7
COc1ccc(NC(=O)c2ccc3ccccc3n2)cc1S(=O)(=O)Nc1ccccc1Cl
  0.0 | 98.0 | -10.4 | 100.0 | 4.1 | -2.0 | -4.5 | · | -14.4
CC(C)C(CCN1C(=O)CCC1=O)C1CCOC(C)(C)C1 (stereo unspecified)
  0.5 | 90.0 | -2.5 | 87.0 | -13.6 | -4.0 | -5.9 | -4.4 | -0.5
Cc1nc2ccc(S(=O)(=O)c3ccc4nc(C)[nH]c4c3)cc2[nH]1
  0.1 | 105.0 | 2.4 | 105.0 | 17.6 | 7.0 | 4.6 | 19.2 | 6.9
Cc1nnc(SCC(=O)Nc2cccc(S(N)(=O)=O)c2)n1-c1ccccc1
  -0.1 | 102.0 | -10.3 | 105.0 | 55.3 | 2.0 | -0.9 | -9.8 | -9.3
Cc1c(F)cccc1NC(=O)c1ccc2c(c1)CCN2S(C)(=O)=O
  0.8 | 100.0 | -8.0 | 98.0 | 24.3 | 8.0 | 2.3 | -4.4 | -9.4
CCC(=O)N1CCN(c2ccc(NC(=O)c3ccc(-c4ccccc4)cc3)cc2)CC1
  · | · | -12.2 | · | 7.1 | · | -10.0 | 13.4 | -2.6
FC(F)(F)c1cc(C(F)(F)F)c2ccc(N3CCN(c4ncccn4)CC3)nc2n1
  0.1 | 98.0 | -11.1 | 104.0 | 9.9 | -2.0 | -10.8 | 3.7 | -0.6

The closing 3 records of the part above open the next one:
Each structure is followed by: OXTR ag | MEKK2wt PB1 HTS | GPR7 antag | MEKK3 PB1 HTS | PHOSPHO1 inh | MEKK2mut PB1 HTS | PfM18AAP inh | NALP1 yeast inh | DNA FID counter
Cc1c(F)cccc1NC(=O)c1ccc2c(c1)CCN2S(C)(=O)=O
  0.8 | 100.0 | -8.0 | 98.0 | 24.3 | 8.0 | 2.3 | -4.4 | -9.4
CCC(=O)N1CCN(c2ccc(NC(=O)c3ccc(-c4ccccc4)cc3)cc2)CC1
  · | · | -12.2 | · | 7.1 | · | -10.0 | 13.4 | -2.6
FC(F)(F)c1cc(C(F)(F)F)c2ccc(N3CCN(c4ncccn4)CC3)nc2n1
  0.1 | 98.0 | -11.1 | 104.0 | 9.9 | -2.0 | -10.8 | 3.7 | -0.6
CCCN1C(=O)C(O)(C/C(C)=N/O)c2ccccc21 (stereo unspecified)
  0.2 | 107.0 | -0.2 | 102.0 | 1.7 | 12.0 | -14.6 | -8.4 | 0.0
CCC(=O)Nc1cc(C)c(NC(=O)c2ccccc2OC)cn1
  0.7 | 105.0 | 7.4 | 100.0 | -3.5 | 1.0 | 2.4 | -35.0 | -3.7
O=C(NCc1ccco1)C1CCC(CNS(=O)(=O)c2cccc3cccnc23)CC1 (stereo unspecified)
  0.4 | 110.0 | 6.8 | 107.0 | 7.4 | 5.0 | 1.7 | 0.1 | -18.7
CCCCN(C)CCCNC(=O)C1(O)c2ccccc2NC(=O)N1c1ccc(Cl)cc1 (stereo unspecified)
  0.3 | 103.0 | -2.1 | 101.0 | 28.4 | -1.0 | 1.6 | 13.8 | -6.9
COC(=O)c1c(C)nn(-c2ccccc2)c1-n1cccc1
  -2.7 | 97.0 | -3.8 | 98.0 | -21.0 | 1.0 | 2.0 | 10.5 | -3.4
CCOc1ccc(-c2nc(-c3ccncc3)no2)cc1OCC
  0.1 | 107.0 | -0.3 | 104.0 | -10.0 | 4.0 | 5.5 | 12.1 | -0.4
O=S(=O)(c1ccc(S(=O)(=O)N2CCN3CCCC3C2)cc1)N1CCCC1 (stereo unspecified)
  -0.3 | 103.0 | -1.8 | 108.0 | -6.1 | 4.0 | 6.3 | 31.7 | -0.6
O=C(Nc1ccc2c(c1)OCO2)C(c1ccccc1)N1CCCCC1 (stereo unspecified)
  -1.6 | 118.0 | · | 119.0 | -8.8 | 16.0 | · | -9.1 | ·
Cc1nn(-c2ccccc2)c(Cl)c1/C=N/NC(=O)c1ccc(NS(=O)(=O)c2cccs2)cc1
  -0.5 | 96.0 | -2.8 | 100.0 | 39.4 | 0.0 | -2.5 | 24.8 | -7.2
COc1cc2c(cc1OC)C(c1ccncc1)CC(=O)N2 (stereo unspecified)
  0.6 | 117.0 | -11.4 | 109.0 | -26.6 | 9.0 | 1.5 | 32.1 | -2.0
COc1cc(/C=N/NC(=S)NCCc2ccccc2)cc(OC)c1OC
  · | 95.0 | -10.8 | 99.0 | -2.0 | -2.0 | 3.4 | -2.2 | -31.4
COC(=O)CNC(=O)c1cc(-c2ccncc2)nc2ccccc12
  2.1 | 99.0 | -1.2 | 98.0 | 11.0 | -2.0 | 13.1 | 11.0 | -18.1
O=C(CSc1nnc(CNC(=O)c2ccc(F)cc2)o1)NCc1ccc(F)cc1
  -0.3 | 103.0 | -2.3 | 106.0 | 24.0 | 10.0 | -15.6 | 12.1 | -8.3
CCOCCCNC(=O)CCN1C(=O)c2ccccc2Sc2ncccc21
  1.6 | 104.0 | -0.2 | 106.0 | 14.1 | 4.0 | -15.8 | 5.4 | -4.2
CCOC(=O)C(=O)Nc1cc(C)on1
  0.0 | 88.0 | -15.3 | 95.0 | 24.1 | -12.0 | 2.1 | 22.9 | -11.7
CN(C)c1ccc(P(=O)(Nc2cccc(C(F)(F)F)c2)N2CCOCC2)c(NC(=O)c2cccs2)c1 (stereo unspecified)
  -0.4 | 103.0 | -1.0 | 105.0 | 4.4 | 1.0 | 2.4 | 24.9 | -4.3
Cc1ccc(-c2noc(CN3CCN(Cc4ccccc4)CC3)n2)cc1
  2.1 | 109.0 | 0.5 | 100.0 | -16.8 | 3.0 | -2.8 | 24.6 | -3.8
CSc1nc(N2CCOCC2)cc(N2CCOCC2)n1
  -0.6 | 100.0 | -9.6 | 102.0 | 19.9 | -1.0 | -15.5 | -3.0 | 0.9
CN(Cc1ccccc1)C(=O)c1ccccc1NC(=O)C1=CSCCO1
  0.5 | 98.0 | -9.0 | 98.0 | 15.4 | -1.0 | -2.8 | 13.2 | -24.3
O=C(NCCc1ccc(Cl)cc1)c1ccc2ccccc2n1
  -0.5 | 101.0 | -9.3 | 104.0 | 35.9 | -2.0 | 7.0 | 27.9 | -30.4
COC(=O)C1CCN(C(=O)COC(=O)Cc2c[nH]c3ccccc23)CC1
  0.5 | 96.0 | -2.4 | 94.0 | -1.0 | -4.0 | -0.6 | 17.3 | -12.3

Screening results as filed in PubChem.
